High-throughput results (PubChem)
GLD-1 TGE inh: GLD-1-TGE RNA interaction inhibition (C. elegans). Q17339. inhibition, % at 5.96 µM. purified GLD-1 + fluorescein TGE RNA, fluorescence polarization. actives 0.44% (n = 320,000);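 active means percent inhibition above a per-plate cutoff, the plate mean of test compounds plus 3 SD, cut at about 30% in these data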;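 further: 0% = DMSO wells with GLD-1 and probe and 100% = wells lacking GLD-1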
Target sequence (Q17339 whole entry, looked up): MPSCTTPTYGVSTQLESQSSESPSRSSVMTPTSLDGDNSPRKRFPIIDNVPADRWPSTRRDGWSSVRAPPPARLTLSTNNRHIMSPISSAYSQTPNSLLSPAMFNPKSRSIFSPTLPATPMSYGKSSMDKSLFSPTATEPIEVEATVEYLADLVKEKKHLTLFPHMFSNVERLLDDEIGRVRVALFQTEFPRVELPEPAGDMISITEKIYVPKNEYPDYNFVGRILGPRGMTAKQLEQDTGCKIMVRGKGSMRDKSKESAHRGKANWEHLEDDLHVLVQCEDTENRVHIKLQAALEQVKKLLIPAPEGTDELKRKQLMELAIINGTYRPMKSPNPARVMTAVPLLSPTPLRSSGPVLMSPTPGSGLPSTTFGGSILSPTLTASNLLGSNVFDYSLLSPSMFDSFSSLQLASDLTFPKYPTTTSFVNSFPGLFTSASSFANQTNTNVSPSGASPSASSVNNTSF
Bcl-xL primary: blocks human Bcl-xL binding to Bim BH3 peptide. Q07817. GST-Bcl-xL / FITC-Bim BH3 peptide fluorescence polarization. inhibition, % at 10.9 µM. actives 0.7% (n = 320,000);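 active means inhibition above the mean of all tested compounds plus 3 SD, cutoff set per campaign, cut at about 30% in these data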;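 further: 0% = DMSO wells and 100% = unlabeled Bim-BH3 peptide competitor; inhibitors lower millipolarization by displacing the labeled peptide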
Target sequence (Q07817 whole entry, looked up): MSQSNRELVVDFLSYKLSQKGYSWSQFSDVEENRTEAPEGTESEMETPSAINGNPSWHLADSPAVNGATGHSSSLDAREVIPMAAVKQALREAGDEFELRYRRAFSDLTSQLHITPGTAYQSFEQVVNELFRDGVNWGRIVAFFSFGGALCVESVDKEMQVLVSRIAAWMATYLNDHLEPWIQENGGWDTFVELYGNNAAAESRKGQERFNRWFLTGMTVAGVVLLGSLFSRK
GSTO1 counter: blocks human GSTO1 in RBBP9 counter-screen | P78417 | actives 1.1% (n = 300,000) | inhibition, % at 5.96 µM | recombinant GSTO1, activity-based probe fluorescence polarization | AID 1974;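 active means inhibition above the campaign mean inhibition plus 3 SD, cut at about 35% in these data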;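 further: 0% = GSTO1-1 with DMSO and 100% = wells lacking GSTO1-1 enzyme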
Target sequence (P78417 whole entry, looked up): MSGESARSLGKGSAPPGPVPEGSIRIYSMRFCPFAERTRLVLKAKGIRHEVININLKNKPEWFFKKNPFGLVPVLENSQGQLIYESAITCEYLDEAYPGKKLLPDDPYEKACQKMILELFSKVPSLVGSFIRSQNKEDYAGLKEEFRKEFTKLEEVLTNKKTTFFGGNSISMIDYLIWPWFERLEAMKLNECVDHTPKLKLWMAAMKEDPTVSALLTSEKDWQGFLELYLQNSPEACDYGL
PME-1 inh: blocks human protein phosphatase methylesterase 1; inhibition, % at 5.9 µM; Q9Y570; recombinant PME-1, FP-Rh probe fluorescence polarization; AID 2130; actives 0.53% (n = 320,000);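 active means inhibition above the campaign mean of all compounds plus 3 SD, cut at about 26% in these data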;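 further: competitive labeling of PME-1 active site by serine hydrolase directed probe; 0% = PME-1 with DMSO and 100% = wells lacking PME-1 enzyme; inhibitors block probe labeling so polarization falls and inhibition rises; many of its hits are not listed in these tables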
MEX-5 binding: C. elegans MEX-5 TCR-2 RNA binding activity; Q9XUB2; MEX-5/FITC-TCR2 RNA binding, fluorescence polarization; active compounds read low; activity score (negative = inhibition of binding), % at 10 µM; actives 0.38% (n = 300,000); AID 1832;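 active means inhibition past about -25% in most replicates, and total fluorescence under double the plate's negative control median, limit read from the data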;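 further: 0% = DMSO and -100% = 5 µM competing unlabeled TCR2 RNA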
MCL1-BIM inh: MCL1-BIM-BH3 interaction inhibition (human); AID 2057; GST-MCL1 / FITC-Bim-BH3 fluorescence polarization; Q07820; actives 0.68% (n = 320,000); inhibition, % at 10.9 µM;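 active means inhibition above the mean inhibition of all tested compounds plus 3 SD, set per campaign, cut at about 40% in these data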;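 further: 0% = DMSO wells and 100% = unlabeled Bim-BH3 peptide control; higher means more loss of mP so more displacement of Bim peptide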
Fam108B counter: counter-screen for RBBP9 inhibitors: inhibitors of mouse Fam108B; recombinant Fam108B, FP-Rh probe fluorescence polarization; inhibition, % at 9.51 µM; actives 0.33% (n = 300,000);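 active means inhibition above the screen mean inhibition plus 3 SD, computed separately per campaign, cut at about 18% in these data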;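 further: inhibitors lower polarization as less probe binds the enzyme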
TPT1 inh: inhibitors of Candida albicans tRNA 2'-phosphotransferase TPT1. inhibition, % at 5 µM. recombinant caTPT1, FP RNA substrate dephosphorylation. AID 1962. actives 0.81% (n = 300,000);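 active means inhibition above the mean of all tested compounds plus 3 SD, set per screening campaign, cut at about 24% in these data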;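 further: plate controls were DMSO alone for no effect and ferristatin control at 100 nM for full effect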
PAD4 inh: blocks human protein arginine deiminase 4; recombinant PAD4, RCA probe fluorescence polarization; AID 485272; actives 0.41% (n = 330,000); Q9UM07; inhibition, % at 6.36 µM;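 active means percent inhibition above a cutoff equal to the mean of all tested compounds plus 3 SD, cut at about 15% in these data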;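 further: 0% = PAD4 with RCA probe and DMSO and 100% = probe without PAD4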
Numbers without * were called inactive; / = no result given. Only part of the results is shown, so the mix of outcomes need not match the whole.

no.	Structure	GLD-1 TGE inh	Bcl-xL primary	GSTO1 counter	PME-1 inh	MEX-5 binding
1	O=C(Cn1cnc2ccc(Cl)cc2c1=O)c1cccs1	5	4	-4	0	0.2
2	Cc1ccc(NC(=O)c2nc[nH]c2C(=O)N2CCc3ccccc3C2)cc1	2	5	/	0	/
3	COc1ccccc1NS(=O)(=O)c1cc(NC(=O)c2ccc3ccccc3n2)ccc1Cl	1	5	-4	-20	2.1
4	Cc1ccccc1NC(=O)c1ccc2ccccc2c1	2	4	-1	-1	0.0
5	Cc1nn(C)cc1/C=N/n1nnnc1N	-1	-6	-3	6	-0.3
6	O=C(NNS(=O)(=O)c1ccccc1)c1cccnc1	4	4	3	-3	0.3
7	c1cc(-c2cc3cc(N4CCOCC4)ccc3o2)cs1	-8	4	-3	-1	-0.9
8	CC1CCCC(C(=O)O)N1C(=O)CCSC(=O)c1ccccc1 (stereo not drawn)	-1	-4	1	-5	-0.3

no.	MCL1-BIM inh	Fam108B counter	TPT1 inh	PAD4 inh
1	8	3	-7	-3
2	0	/	/	-4
3	3	-19	-1	-1
4	8	-3	-2	3
5	-2	-3	6	0
6	7	7	-1	-6
7	1	2	1	1
8	-1	-3	0	-1

Following part.
no.	Structure	GLD-1 TGE inh	Bcl-xL primary	GSTO1 counter	PME-1 inh	MEX-5 binding
9	O=C(NC1CCS(=O)(=O)C1)OC1CCCCC1 (stereo not drawn)	8	7	-2	-6	0.9
10	Cn1cc(S(=O)(=O)Nc2ccc(OC(F)(F)F)cc2)c(=O)n(C)c1=O	5	-2	1	0	4.0
11	CCc1ccccc1N(C(C)=O)c1nc(CCl)cs1	6	4	24	-3	-3.2
12	CCCC(=O)NC1=C(C#N)C2(CCCCC2)Cc2ccccc21	9	3	-10	-1	-2.5
13	Cc1ccc(C)c(NC(=O)N2CCCCCC2)c1	2	4	0	-1	-0.2
14	COc1ccccc1C1/C(=C(/O)c2ccc(C)cc2)C(=O)C(=O)N1CC(C)O (stereo not drawn)	4	-2	2	-4	1.0
15	O=C(NNc1cccc(Cl)n1)Nc1ccccc1	4	-1	-2	-6	0.1
16	Cc1ccc(N2C(=O)c3ccc(C(=O)O)cc3C2=O)cc1C	5	1	-8	-2	-4.0

no.	MCL1-BIM inh	Fam108B counter	TPT1 inh	PAD4 inh
9	5	-2	-5	4
10	-2	1	0	5
11	3	2	2	0
12	-2	0	-6	2
13	1	4	-4	-7
14	3	-2	0	-7
15	-6	4	1	-4
16	-4	-1	1	-2

More structures.
no.	Structure	GLD-1 TGE inh	Bcl-xL primary	GSTO1 counter	PME-1 inh	MEX-5 binding
17	O=C(Cc1ccccc1)N[C@@H](Cc1ccccc1)C(=O)O	4	0	-4	-3	0.1
18	Cc1cc(C)cc(NS(=O)(=O)c2ccc3[nH]cc(C(=O)N4CCc5ccccc54)c(=O)c3c2)c1	5	8	-9	-5	1.4
19	Cc1ccc2nc(C)cc(C(=O)N/N=C/c3ccncc3)c2c1	-5	2	-4	1	-2.6
20	CC(NC(=O)C12CC3CC(CC(C3)C1)C2)C(=O)N/N=C/C1=C(N2CCOCC2)C(=C\c2cccc([N+](=O)[O-])c2)/CC1 (stereo not drawn)	3	0	-1	2	2.7
21	O=C1CC(c2ccc(F)cc2)c2cc3c(cc2N1)CCC3 (stereo not drawn)	0	0	4	1	0.4
22	CC(C)c1ccccc1NC(=O)c1cccc(NC(=O)c2ccccc2)c1	1	22	-5	-6	-1.7
23	CCCn1cc(C(CC(=O)O)C(=O)O)c2ccccc21 (stereo not drawn)	8	2	6	-6	-1.3
24	Cc1ccnc2nc(C(=O)NC3=NCCS3)nn12	-1	-6	-3	2	2.0

no.	MCL1-BIM inh	Fam108B counter	TPT1 inh	PAD4 inh
17	-4	-2	-2	1
18	7	-4	-1	-3
19	0	1	4	-1
20	12	0	-4	-6
21	1	6	-3	16*
22	18	-6	-3	-4
23	3	-7	-2	0
24	-13	6	1	0

Exported with values under each structure: part of the list above
Results follow in this order: GLD-1 TGE inh | Bcl-xL primary | GSTO1 counter | PME-1 inh | MEX-5 binding | MCL1-BIM inh | Fam108B counter | TPT1 inh | PAD4 inh
13	Cc1ccc(C)c(NC(=O)N2CCCCCC2)c1
 : 2 | 4 | 0 | -1 | -0.2 | 1 | 4 | -4 | -7
14	COc1ccccc1C1/C(=C(/O)c2ccc(C)cc2)C(=O)C(=O)N1CC(C)O (stereo not drawn)
 : 4 | -2 | 2 | -4 | 1.0 | 3 | -2 | 0 | -7

Next results
no.	Structure	GLD-1 TGE inh	Bcl-xL primary	GSTO1 counter	PME-1 inh	MEX-5 binding
25	Cc1ccc(-n2nc3c(c2NC(=O)C2CCCC2)CS(=O)(=O)C3)cc1	5	3	1	0	1.4
26	C/C(=N\Nc1ccc([N+](=O)[O-])cc1)c1ccc(-n2nncc2C(C)(C)C)cc1	1	-2	0	-4	-1.9
27	Cc1ccccc1CNC(=O)c1ccccc1NS(C)(=O)=O	-3	2	-6	-4	-0.1
28	COC(=O)C1=C(C)NC(C)=C(C(=O)O[C@@H]2CCCN(Cc3ccccc3)C2)[C@@H]1c1cccc([N+](=O)[O-])c1	9	5	-1	-10	-0.5
29	C=CCN1C(=NC(=O)CCCC(=O)O)SC2CS(=O)(=O)CC21 (stereo not drawn)	-8	3	4	-2	/
30	CC(=O)Nc1ccc(Nc2nnc(-c3ccc(O)cc3)c3ccccc23)cc1	5	4	11	2	1.7
31	Nc1nonc1C(=O)OCC(=O)c1ccc(Cl)cc1	-1	3	2	1	-4.6
32	CSc1ccc(S(=O)(=O)N2CCC(C(=O)NCc3ccncc3)CC2)cc1	-3	-1	2	7	-0.4

no.	MCL1-BIM inh	Fam108B counter	TPT1 inh	PAD4 inh
25	3	-2	-1	0
26	-3	-3	0	-4
27	5	6	1	3
28	13	-7	-2	-2
29	6	-2	9	-1
30	-5	2	0	2
31	3	5	1	3
32	5	-1	2	1

(continued)
no.	Structure	GLD-1 TGE inh	Bcl-xL primary	GSTO1 counter	PME-1 inh	MEX-5 binding
33	COc1c(C)cc(Br)cc1C(=O)NC(=S)Nc1ccc(Cl)c(C(=O)O)c1	1	-1	6	-5	-0.8
34	COc1ccc(NC(=O)C(OC(=O)c2ccc([N+](=O)[O-])o2)c2ccccc2)cc1Cl (stereo not drawn)	1	5	50*	-3	0.9
35	COc1ccc(C(=O)CC(=O)C(=O)Nc2cccc([N+](=O)[O-])c2C)cc1	-5	3	-8	4	-0.7
36	CC(=O)c1ccc(-n2c(CCC(=O)O)ccc2-c2ccc(C)cc2)cc1	7	1	8	-3	1.5
37	Cc1nc(C)n(CC(=O)N2CCCC(C(=O)c3cccc4ccccc34)C2)n1 (stereo not drawn)	0	3	0	2	2.2
38	CCOC(=O)c1c(-c2cccc(C)c2)csc1NC(=O)c1c(-c2ccccc2)noc1C	-7	-2	-3	-13	1.3
39	COc1ccccc1NC(=O)Nc1nc(CC(=O)NCc2c(F)cccc2F)cs1	7	1	-7	-1	1.8
40	O=C(Cc1ccccc1)NC1CCN(C(=O)NCc2ccccc2)CC1	0	0	2	4	-0.2

no.	MCL1-BIM inh	Fam108B counter	TPT1 inh	PAD4 inh
33	-4	-4	4	-4
34	-6	8	3	-12
35	-3	8	0	-1
36	-3	-3	1	-5
37	5	-1	-2	-3
38	-3	-6	5	-4
39	-5	-1	1	1
40	3	3	3	-5

Remaining list, next part:
no.	Structure	GLD-1 TGE inh	Bcl-xL primary	GSTO1 counter	PME-1 inh	MEX-5 binding
41	CC1(C)C2([N+](=O)[O-])CN3CC1([N+](=O)[O-])CN(C2)C31CCCC1	8	-4	0	-1	-1.9
42	O=c1[nH]c2ccc(S(=O)(=O)Nc3ccc(-c4nnc5n4CCCCC5)cc3)cc2o1	-4	-2	11	0	0.2
43	O=C(NC(=S)Nc1ccc(CN2CCOCC2)cc1)c1ccc(-c2cccc(Cl)c2)o1	-2	8	0	-19	0.9
44	COCCNc1oc(/C=C/c2ccc(F)cc2)nc1S(=O)(=O)c1ccccc1	11	0	6	3	0.6
45	COc1ccc(CNC(=O)CSc2nc3ccc(OC)cc3[nH]2)cc1	5	-3	-1	-1	-1.1
46	COc1ccc(N2C(=O)/C(=C/c3cccs3)NC2=S)cc1	-1	0	4	-3	1.2
47	COc1cccc(C(=O)Nc2nc(C)cs2)c1	2	5	3	4	0.9
48	COc1ccc(S(=O)(=O)N2CCN(c3cccc(C)c3C)CC2)cc1	5	6	1	-4	2.6

no.	MCL1-BIM inh	Fam108B counter	TPT1 inh	PAD4 inh
41	-4	8	-1	-2
42	-4	-1	1	-6
43	9	-14	-3	2
44	5	-2	-6	0
45	-3	2	0	1
46	0	0	5	1
47	7	-1	-1	2
48	5	-3	0	2

An excerpt of these results, with values under each structure.
Order of values – GLD-1 TGE inh	Bcl-xL primary	GSTO1 counter	PME-1 inh	MEX-5 binding	MCL1-BIM inh	Fam108B counter	TPT1 inh	PAD4 inh
36: CC(=O)c1ccc(-n2c(CCC(=O)O)ccc2-c2ccc(C)cc2)cc1
 : 7	1	8	-3	1.5	-3	-3	1	-5
37: Cc1nc(C)n(CC(=O)N2CCCC(C(=O)c3cccc4ccccc34)C2)n1 (stereo not drawn)
 : 0	3	0	2	2.2	5	-1	-2	-3
38: CCOC(=O)c1c(-c2cccc(C)c2)csc1NC(=O)c1c(-c2ccccc2)noc1C
 : -7	-2	-3	-13	1.3	-3	-6	5	-4
39: COc1ccccc1NC(=O)Nc1nc(CC(=O)NCc2c(F)cccc2F)cs1
 : 7	1	-7	-1	1.8	-5	-1	1	1
40: O=C(Cc1ccccc1)NC1CCN(C(=O)NCc2ccccc2)CC1
 : 0	0	2	4	-0.2	3	3	3	-5
41: CC1(C)C2([N+](=O)[O-])CN3CC1([N+](=O)[O-])CN(C2)C31CCCC1
 : 8	-4	0	-1	-1.9	-4	8	-1	-2
42: O=c1[nH]c2ccc(S(=O)(=O)Nc3ccc(-c4nnc5n4CCCCC5)cc3)cc2o1
 : -4	-2	11	0	0.2	-4	-1	1	-6
43: O=C(NC(=S)Nc1ccc(CN2CCOCC2)cc1)c1ccc(-c2cccc(Cl)c2)o1
 : -2	8	0	-19	0.9	9	-14	-3	2
44: COCCNc1oc(/C=C/c2ccc(F)cc2)nc1S(=O)(=O)c1ccccc1
 : 11	0	6	3	0.6	5	-2	-6	0
45: COc1ccc(CNC(=O)CSc2nc3ccc(OC)cc3[nH]2)cc1
 : 5	-3	-1	-1	-1.1	-3	2	0	1
46: COc1ccc(N2C(=O)/C(=C/c3cccs3)NC2=S)cc1
 : -1	0	4	-3	1.2	0	0	5	1
47: COc1cccc(C(=O)Nc2nc(C)cs2)c1
 : 2	5	3	4	0.9	7	-1	-1	2
